Screening results as filed in PubChem.
SIAE inh = human SIAE inhibitors, primary screen, biochemical, fluorescence polarization, FP-Rh probe, 1536-well HTS; inhibition, % at 9.66 µM; SIAE FP-Rh probe binding; 370,000 tested, 0.69% active; Sialate O-acetylesterase (Homo sapiens), Q9HAT2; AID 1053197, 2014;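 active means inhibition above a cutoff: mean of compounds within the control limits plus 3 SD of those, cut at about 17% in these data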;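 further: 0% = plate median of compound wells and 100% = probe without SIAE protein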
TCR CD3 inh = inhibitors of human TCR-CD3 interaction, primary screen, biochemical, fluorescence, TAMRA-labeled TCR probe | T-cell receptor (TCR) | inhibition, % at 9.4 µM | 360,000 tested, 0.37% active | AID 651800, 2012; in the data active means inhibition above about 19%;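 further: recombinant mutant TCR 2C K166C tagged with TAMRA read by polarization; 0% = receptor in buffer alone and 100% = receptor with positive control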
UHRF1 MBD2 ctr = UHRF1 methylated DNA binding inhibitors, primary screen, counter-screen for MBD2 inhibitor project, biochemical, TR-FRET, human UHRF1, single concentration. E3 ubiquitin-protein ligase UHRF1 (Homo sapiens), Q96T88. UHRF1 binding to methylated oligo. inhibition, % at 4.4 µM. 370,000 tested, 0.75% active. AID 687016, 2013; in the data active means inhibition above about 21%;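 further: UHRF1 SRA domain binding a hemimethylated CpG hairpin DNA probe; 0% = median of test compound wells and 100% = reference inhibitor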
Target sequence (Q96T88 whole entry, looked up, the tested form may be a part): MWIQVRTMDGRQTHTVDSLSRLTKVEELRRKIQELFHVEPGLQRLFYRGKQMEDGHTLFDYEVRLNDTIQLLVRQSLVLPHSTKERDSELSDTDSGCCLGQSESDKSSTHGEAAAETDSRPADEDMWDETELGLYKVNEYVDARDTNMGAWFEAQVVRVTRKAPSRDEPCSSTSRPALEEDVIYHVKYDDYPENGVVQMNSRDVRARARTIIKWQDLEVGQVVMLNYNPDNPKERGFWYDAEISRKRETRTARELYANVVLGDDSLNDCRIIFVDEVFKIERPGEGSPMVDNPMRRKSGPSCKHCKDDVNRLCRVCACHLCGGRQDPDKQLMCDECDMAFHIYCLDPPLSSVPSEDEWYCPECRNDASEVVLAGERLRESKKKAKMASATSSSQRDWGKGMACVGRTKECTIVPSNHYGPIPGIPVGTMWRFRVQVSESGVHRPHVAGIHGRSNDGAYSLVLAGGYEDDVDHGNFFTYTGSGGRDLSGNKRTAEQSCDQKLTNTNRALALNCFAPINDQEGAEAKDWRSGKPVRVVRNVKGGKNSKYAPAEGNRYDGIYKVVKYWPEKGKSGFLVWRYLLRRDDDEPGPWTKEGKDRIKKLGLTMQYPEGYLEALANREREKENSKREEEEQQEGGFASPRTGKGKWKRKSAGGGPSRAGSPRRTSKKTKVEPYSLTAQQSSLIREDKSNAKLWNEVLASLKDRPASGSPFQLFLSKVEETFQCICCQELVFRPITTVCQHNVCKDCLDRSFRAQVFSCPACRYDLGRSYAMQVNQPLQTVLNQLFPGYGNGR
NPR2 activator = human GC-B receptor activators, primary screen, HEK293 GC-B cells, cGMP TR-FRET, EC30 CNP; activation, % at 10 µM; 370,000 tested, 0.11% active; 0% at EC30 CNP, 100% saturating CNP;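 active means activation at 10 µM reaching about 35% in either raw or pattern-adjusted values, limit read from the data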
HTRA1 inhibitor = HTRA1 serine protease inhibitors, primary screen, biochemical, fluorescence polarization, HTS; Q92743; recombinant HTRA1, FP-rhodamine activity-based probe; inhibition, % at 5.96 µM; 340,000 tested, 0.5% active; in the data active means inhibition above about 36%;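 further: 0% = enzyme with DMSO and 100% = wells lacking enzyme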
MBD2 inh = inhibitors of MBD2 binding to methylated DNA, primary screen, biochemical, TR-FRET, DNA-binding domain, human; Methyl-CpG-binding domain protein 2 (Homo sapiens), Q9UBB5; 370,000 tested, 0.31% active; MBD2 binding to methylated oligonucleotide; AID 686964, 2013; inhibition, % at 4.4 µM; in the data active means inhibition above about 13%
mABHD4 FP = ABHD4 inhibitors, primary screen, biochemical, fluorescence polarization, mouse; (Lyso)-N-acylphosphatidylethanolamine lipase (Mus musculus), Q8VD66; purified mABHD4, FP-Rh probe fluorescence polarization; AID 720543, 2013; inhibition, % at 8.92 µM; 370,000 tested, 0.54% active;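 active means inhibition exceeding the mean over every tested compound plus 3 SD, cut at about 30% in these data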;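 further: 0% = plate median of compound wells and 100% = S159A mutant with DMSO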
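Assay system: wild-type mouse ABHD4 protein; compound: single nominal dose of 8.92 µM, 0.89% DMSO final; schedule: 45 min + 60 min at 25 °C; measured by: FP readout, ex 525 nm / em 598 nm; evaluation: % inhibition of FP-Rh probe binding versus controls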
rCAG binder = binders of r(CAG) RNA repeats, primary screen, biochemical, fluorescence. inhibition, % at 3 µM. AID 651821, 2012. 370,000 tested, 1.3% active. r(CAG) RNA repeat, TO-PRO-1 dye displacement fluorescence;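 active means inhibition above the plate cutoff, the mean of all test compounds on that plate plus 3 SD, cut at about 35% in these data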;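 further: 0% = DMSO alone and 100% = 100 µM mitoxantrone as full dye displacement; higher means more dye released from RNA so lower well fluorescence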
PRMT1 FP inh = PRMT1 methyltransferase inhibitors, primary screen, biochemical, fluorescence polarization; Protein arginine N-methyltransferase 1 (Homo sapiens), Q99873; recombinant PRMT1, activity-based probe fluorescence polarization; inhibition, % at 2.79 µM; 370,000 tested, 1.3% active; AID 652257, 2013;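 active means inhibition above about 21% made by adding two undisclosed values, limit read from the data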
GC-A act = GC-A stimulated cGMP production enhancers – HEK293 GC-A cells, cGMP TR-FRET, EC30 ANP, primary screen; Atrial natriuretic peptide receptor 1 (Homo sapiens), P16066; 0% at EC30 ANP, 100% saturating ANP; activation, % at 10 µM; 370,000 tested, 0.14% active; AID 1671463, 2021; in the data active means activation above about 40%
Starred values were filed as active, the others as inactive.

Results for Cc1ccnc(SCc2cc(=O)c(OC(=O)c3ccc(S(=O)(=O)N(C)C)cc3)co2)n1 ?
SIAE inh: 9; TCR CD3 inh: 5; UHRF1 MBD2 ctr: -1; NPR2 activator: 1; HTRA1 inhibitor: 5; MBD2 inh: -5; mABHD4 FP: 3; rCAG binder: -3; PRMT1 FP inh: -2; GC-A act: 1

What do the screens show for `O=C1NC(=S)N/C1=C/c1cccc([N+](=O)[O-])c1O`?
SIAE inh: -2; TCR CD3 inh: 4; UHRF1 MBD2 ctr: -6; NPR2 activator: 1; HTRA1 inhibitor: 11; MBD2 inh: -9; mABHD4 FP: 5; rCAG binder: 2; PRMT1 FP inh: 4; GC-A act: -1

Results for C[C@@H](NS(=O)(=O)c1c(F)cccc1F)c1ccccc1 ?
SIAE inh: 2; TCR CD3 inh: -8; UHRF1 MBD2 ctr: 2; NPR2 activator: 1; MBD2 inh: 3; mABHD4 FP: 3; rCAG binder: 0; PRMT1 FP inh: 1; GC-A act: -6

What do the screens show for `CCc1nc(CN(C)C(=O)C2CCC(=O)N(Cc3cccc(F)c3)C2)no1` (stereo unspecified)?
SIAE inh: 6; TCR CD3 inh: -8; UHRF1 MBD2 ctr: -1; NPR2 activator: 3; HTRA1 inhibitor: -5; MBD2 inh: -7; mABHD4 FP: -2; rCAG binder: -6; PRMT1 FP inh: -1; GC-A act: 0

Results for COc1ccccc1-c1csc(Cc2nnc3n2CCCCC3)n1 ?
SIAE inh: 0; TCR CD3 inh: 2; UHRF1 MBD2 ctr: -2; NPR2 activator: -2; HTRA1 inhibitor: 6; MBD2 inh: 4; mABHD4 FP: -2; rCAG binder: -6; PRMT1 FP inh: 0; GC-A act: -3

How did O=C(COc1ccc(Cl)cc1Cl)NNC(=O)c1cccnc1 do in these assays?
SIAE inh: 3; TCR CD3 inh: 3; UHRF1 MBD2 ctr: -3; NPR2 activator: 4; HTRA1 inhibitor: -1; MBD2 inh: 1; mABHD4 FP: 2; rCAG binder: 3; PRMT1 FP inh: -2; GC-A act: -1

Results for Cc1nc2cc(-c3ccccc3)nn2c(C)c1CCC(=O)N1CCN(c2ccccc2)CC1 ?
SIAE inh: 1; TCR CD3 inh: 5; UHRF1 MBD2 ctr: -1; NPR2 activator: -12; HTRA1 inhibitor: -2; MBD2 inh: -3; mABHD4 FP: 1; rCAG binder: 4; PRMT1 FP inh: 1; GC-A act: -4

What do the screens show for `CCN(CC)CCNC(=O)C(=O)Nc1cc2c3c(c1)CCN3C(=O)CC2`?
SIAE inh: -8; TCR CD3 inh: 3; UHRF1 MBD2 ctr: 0; NPR2 activator: 3; HTRA1 inhibitor: 3; MBD2 inh: -1; mABHD4 FP: 0; rCAG binder: 0; PRMT1 FP inh: -3; GC-A act: 4

Results for CCN(CC)C(=O)c1sc(NC(=O)c2cc(-c3ccc(C)s3)nc3ccccc23)c(C(=O)OC)c1C ?
SIAE inh: -17; TCR CD3 inh: 3; UHRF1 MBD2 ctr: -1; NPR2 activator: -9; HTRA1 inhibitor: -10; MBD2 inh: 0; mABHD4 FP: 2; rCAG binder: 8; PRMT1 FP inh: 1; GC-A act: -3

What do the screens show for `CN1CCN(C(=O)c2cccc(-c3ccc4nccn4c3)c2)CC1`?
SIAE inh: -3; TCR CD3 inh: 2; UHRF1 MBD2 ctr: -2; NPR2 activator: -2; MBD2 inh: 2; mABHD4 FP: 0; rCAG binder: 1; PRMT1 FP inh: 1; GC-A act: 4

How did CCCCN1C(=O)C(CC(=O)NCc2cccc3ccccc23)CC(C(=O)N2CCOCC2)=C1C (stereo unspecified) do in these assays?
SIAE inh: 4; TCR CD3 inh: -1; UHRF1 MBD2 ctr: 22*; NPR2 activator: 4; HTRA1 inhibitor: -1; MBD2 inh: 5; mABHD4 FP: 5; rCAG binder: 1; PRMT1 FP inh: 5; GC-A act: 3

What do the screens show for `CCOc1ccccc1NC(=S)NNS(=O)(=O)c1c(C)cc(C)cc1C`?
SIAE inh: -5; TCR CD3 inh: 2; UHRF1 MBD2 ctr: 3; NPR2 activator: -2; HTRA1 inhibitor: -4; MBD2 inh: -3; mABHD4 FP: 3; rCAG binder: 18; PRMT1 FP inh: 5; GC-A act: -3

Results for O=C(NCc1ccccn1)C1CC(c2ccccc2Cl)=NO1 (stereo unspecified) ?
SIAE inh: -6; TCR CD3 inh: 3; UHRF1 MBD2 ctr: -4; NPR2 activator: 2; HTRA1 inhibitor: -6; MBD2 inh: -5; mABHD4 FP: -3; rCAG binder: 0; PRMT1 FP inh: -1; GC-A act: 0

How did COc1ccc(CCN2C(=O)NC(NC(=O)CCc3ccccc3)(C(F)(F)F)C2=O)cc1OC (stereo unspecified) do in these assays?
SIAE inh: -5; TCR CD3 inh: 1; UHRF1 MBD2 ctr: 1; NPR2 activator: 0; HTRA1 inhibitor: -1; MBD2 inh: -1; mABHD4 FP: -8; rCAG binder: -3; PRMT1 FP inh: 0; GC-A act: 1

What do the screens show for `Cc1nc(-c2cccc(NC(=O)c3ccco3)c2)cs1`?
SIAE inh: 1; TCR CD3 inh: -7; UHRF1 MBD2 ctr: -2; NPR2 activator: 7; HTRA1 inhibitor: -4; MBD2 inh: 0; mABHD4 FP: 9; rCAG binder: -2; PRMT1 FP inh: 2; GC-A act: 12

What do the screens show for `COC(=O)/C(=C/Nc1ccc(O)cc1)[N+](=O)[O-]`?
SIAE inh: 25*; TCR CD3 inh: 99*; UHRF1 MBD2 ctr: 2; NPR2 activator: -4; HTRA1 inhibitor: 45*; MBD2 inh: -8; mABHD4 FP: 94*; rCAG binder: 4; PRMT1 FP inh: 47*; GC-A act: 3

What do the screens show for `Cc1ccc[n+](CC(=O)c2ccc(-c3ccccc3)cc2)c1`?
SIAE inh: -2; TCR CD3 inh: -5; UHRF1 MBD2 ctr: 0; NPR2 activator: 1; HTRA1 inhibitor: -6; MBD2 inh: -4; mABHD4 FP: 0; rCAG binder: 3; PRMT1 FP inh: 0; GC-A act: 1

Results for O=C1c2ccccc2C(Nc2ccc3c(c2)OCCO3)N1c1ccccn1 (stereo unspecified) ?
SIAE inh: 9; TCR CD3 inh: -1; UHRF1 MBD2 ctr: 0; NPR2 activator: -11; HTRA1 inhibitor: -6; MBD2 inh: 5; mABHD4 FP: -2; rCAG binder: -1; PRMT1 FP inh: 5; GC-A act: -17

How did COc1ccc(F)cc1-c1cc(C(=O)NCc2ccc(C(F)(F)F)cc2)[nH]n1 do in these assays?
SIAE inh: -6; TCR CD3 inh: 3; UHRF1 MBD2 ctr: -2; NPR2 activator: 2; MBD2 inh: 3; mABHD4 FP: -42; rCAG binder: 1; PRMT1 FP inh: -2; GC-A act: 8

What do the screens show for `CC(C)NC(=O)N(C)C[C@H]1OCc2cnnn2CCCC(=O)N([C@H](C)CO)C[C@H]1C`?
SIAE inh: -5; TCR CD3 inh: -1; UHRF1 MBD2 ctr: -1; NPR2 activator: 4; HTRA1 inhibitor: -1; MBD2 inh: -5; mABHD4 FP: 4; rCAG binder: -1; PRMT1 FP inh: -8; GC-A act: 3

How did COC(=O)[C@]12C[C@H](CC(=O)NCC3CCCCC3)C(=O)N(Cc3cccc4ccccc34)C1=C[C@H](C1CCCC1)O[C@@H]2C do in these assays?
SIAE inh: -2; UHRF1 MBD2 ctr: 3; NPR2 activator: -3; MBD2 inh: 5; mABHD4 FP: -19; rCAG binder: 13; PRMT1 FP inh: 4; GC-A act: -4

What do the screens show for `CCCOc1ccc(-c2cc(C(C)=O)c3n(c2=O)CCC3)cc1`?
SIAE inh: 0; UHRF1 MBD2 ctr: -1; NPR2 activator: -2; MBD2 inh: -2; mABHD4 FP: -4; rCAG binder: 0; PRMT1 FP inh: -4; GC-A act: -2

Results for CC(C)c1nnc(NC(=O)Cc2cccs2)s1 ?
SIAE inh: 0; TCR CD3 inh: -3; UHRF1 MBD2 ctr: 0; NPR2 activator: 2; HTRA1 inhibitor: 6; MBD2 inh: -1; mABHD4 FP: 3; rCAG binder: 2; PRMT1 FP inh: 1; GC-A act: 1

What do the screens show for `CC(=O)C1=C(c2ccccc2)NC(=O)NC1c1ccccc1OCC#N` (stereo unspecified)?
SIAE inh: -1; TCR CD3 inh: -6; UHRF1 MBD2 ctr: 3; NPR2 activator: -1; HTRA1 inhibitor: 0; MBD2 inh: -1; mABHD4 FP: -6; rCAG binder: 2; PRMT1 FP inh: -1; GC-A act: 0

What do the screens show for `COC(=O)c1sccc1NC(=O)Nc1cccc(F)c1`?
SIAE inh: -5; TCR CD3 inh: 8; UHRF1 MBD2 ctr: -1; NPR2 activator: -6; HTRA1 inhibitor: -19; MBD2 inh: -1; mABHD4 FP: -22; rCAG binder: 2; PRMT1 FP inh: 0; GC-A act: -3

How did COc1cccc(-c2noc(CCC(=O)NC3CCCCC3)n2)c1 do in these assays?
SIAE inh: 3; TCR CD3 inh: 0; UHRF1 MBD2 ctr: 0; NPR2 activator: -5; HTRA1 inhibitor: 7; MBD2 inh: 3; mABHD4 FP: 3; rCAG binder: -3; PRMT1 FP inh: -2; GC-A act: -3

How did CC(=O)c1ccc(S(=O)(=O)N2CCN(CC(=O)Nc3ccnn3C3CCCC3)CC2)cc1 do in these assays?
SIAE inh: 2; TCR CD3 inh: 3; UHRF1 MBD2 ctr: -1; NPR2 activator: -3; HTRA1 inhibitor: -3; MBD2 inh: 3; mABHD4 FP: -3; rCAG binder: 2; PRMT1 FP inh: -8; GC-A act: -1

Results for Cc1ccc(Oc2ccc(OCC(=O)Nc3ccncc3)cc2)cc1 ?
SIAE inh: -9; TCR CD3 inh: 1; UHRF1 MBD2 ctr: 0; NPR2 activator: -2; MBD2 inh: -3; mABHD4 FP: -20; rCAG binder: 0; PRMT1 FP inh: -2; GC-A act: -3

What do the screens show for `CC(NC(=O)Nc1ccccc1Cl)c1ccc2c(c1)OCO2` (stereo unspecified)?
SIAE inh: -8; TCR CD3 inh: -1; UHRF1 MBD2 ctr: 1; NPR2 activator: 2; HTRA1 inhibitor: -4; MBD2 inh: 0; mABHD4 FP: -4; rCAG binder: -5; PRMT1 FP inh: 1; GC-A act: 1

What do the screens show for `N#C/C(=C\c1ccccc1)c1n[nH]c(Cn2cncn2)n1`?
SIAE inh: -3; TCR CD3 inh: 8; UHRF1 MBD2 ctr: 0; NPR2 activator: 0; HTRA1 inhibitor: -1; MBD2 inh: -1; mABHD4 FP: -3; rCAG binder: 1; PRMT1 FP inh: -4; GC-A act: -2

An excerpt, so the mix of outcomes need not match the whole.
